# Screening data (PubChem)
# TDP1 cell CPT: growth inhibition of DT40 Tdp1-/-;hTDP1 cells with camptothecin (screen for TDP1 inhibitors); AID 686979; Potency, µM (doses to about 46.2 µM), without a hit: top-dose activity change, negative = growth inhibition, most hits filed as inhibitors; chicken DT40 Tdp1-/-;hTDP1 cells + 20 nM CPT, ATP luminescence, 48 h; 12% of 420,000 active; also: nearly all actives have a fitted effect of over 55% in size
#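 Chicken DT40 Tdp1-/- cells complemented with human TDP1, 400 cells/well, exposed to compounds plus 20 nM camptothecin for at least 48 h at 37 C; viability read as ATP content by CellTiter-Glo luminescence.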
# FEN1 inh: human FEN1 inhibition; 0.35% of 390,000 active; Potency, µM (series often up to 114 µM), without a hit: at the highest dose activity change, negative = inhibition, actives largely listed as inhibitors; Recombinant FEN1 flap cleavage, fluorescence, 15 min; AID 588795; P39748; also: nearly all actives have a fitted effect of over 65% in size
# Target sequence (P39748 whole entry, looked up): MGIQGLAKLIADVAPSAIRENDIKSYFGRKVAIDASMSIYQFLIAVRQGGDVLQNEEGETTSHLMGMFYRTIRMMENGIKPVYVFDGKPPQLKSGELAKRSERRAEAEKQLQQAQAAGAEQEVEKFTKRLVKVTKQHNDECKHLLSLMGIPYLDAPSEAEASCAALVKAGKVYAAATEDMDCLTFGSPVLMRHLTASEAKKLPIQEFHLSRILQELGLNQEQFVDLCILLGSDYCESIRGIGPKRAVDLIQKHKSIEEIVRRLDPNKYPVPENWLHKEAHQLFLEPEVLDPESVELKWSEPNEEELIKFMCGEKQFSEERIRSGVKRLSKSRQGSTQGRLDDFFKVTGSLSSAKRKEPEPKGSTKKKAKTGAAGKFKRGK
#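 Concentration–response screening of FEN1 (10 nM): 15 min compound preincubation at room temperature, reaction started with 50 nM substrate and read at 0 and 15 min. Corrected, normalized data were fitted by a four-parameter Hill equation.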
# KAT2A inh: blocks human GCN5L2 histone acetyltransferase | Q92830 | GCN5L2 HAT assay, ThioGlo1 CoA-SH fluorescence | Potency, µM (highest dose often 58.9 µM), without a hit: top-dose activity change, negative = inhibition, hits mostly inhibitors | 0.21% of 390,000 active | AID 504327
#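 ThioGlo1-coupled HAT assay: 20nM GCN5L2, 70uM acetyl-CoA, 75uM H3(1-25) peptide, pH 7.5. Fluorescence read at 340/540nm at start and after 20 min at room temperature.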
# The depositor's hits bear a star; ? = inconclusive; . = not tested or not shown; & = joins results of further samples. Calls follow the shape of the dose curve; as a rule, active = well fitted curve in the direction sought with a large enough effect; inconclusive = small, poorly fitted or top-dose-only effect, or another doubt; inactive = no such curve, though single readings can be large; an effect the other way counts as inactive or inconclusive. % is scaled to controls: 0 for no effect and ±100 for the full control effect; potency is read from the fitted curve at half-maximal effect.
SMILES	TDP1 cell CPT	FEN1 inh	KAT2A inh
COc1cc(/C=N/NC(=O)c2ccc(CSc3nc4ccccc4[nH]3)cc2)ccc1O	?	?	-8.6%
CC(=O)c1cccc(NC(=O)Cn2cnc3c2c(=O)n(C)c(=O)n3C)c1	?	-11.6%	-4.0%
CCOc1ccc(N=Nc2c(C)[nH]n(-c3ccccc3)c2=O)cc1	10.4%	6.2%	-6.3%
COc1ccc(-c2nnc(-c3ccc(F)cc3)o2)cc1	-0.2%	9.6%	-4.9%
COc1ccccc1NC(=O)C(C)Sc1nnc2ccccn12 (stereo not given)	0.3%	2.6%	-2.0%
Cc1ccc(CNC(=O)C2CCN(C(=O)Nc3ccccc3)CC2)cc1	-8.5%	1.4%	-1.1%
COc1ccccc1CNC(=O)c1cc2ccccc2o1	-14.0%	9.9%	-1.9%
Cc1ccc(C)c(N2CCN(C(=O)Cn3cnc4onc(-c5ccc(F)cc5)c4c3=O)CC2)c1	23.1µM*	-14.2%	0.6%
COCCN(C(=O)COC(=O)CCC(=O)c1ccc(C)cc1)c1c(N)n(Cc2ccccc2)c(=O)[nH]c1=O	-8.6%	-1.2%	-3.1%
O=C(/C=C/c1cccc(F)c1)NC1CC1	14.9%	.	-6.4%
CCc1c(C#N)c(=O)[nH]c(=O)n1-c1ccccc1	0.5%	2.7%	.
COc1ccc(C2C(C(=O)OCC(=O)N3CCCCC3)CCC(=O)N2c2ccc(OC)cc2)cc1 (stereo not given)	-16.1%	6.1%	11.4%
O=S(=O)(Nc1ccc(Cl)cc1)c1ccc(NS(=O)(=O)c2ccc3c(c2)OCCO3)cc1	?	-7.4%	0.3%
NC(=O)Cn1cnc2c(nnn2-c2cccc(Cl)c2)c1=O	-0.6%	1.7%	-6.9%
Cc1c(Cl)cccc1NC(=O)CCS(=O)(=O)c1ccc2c(c1)CC(=O)N2C	-18.1%	1.5%	-8.4%
CN(C)c1ccc(CNC(=O)CCS(=O)(=O)c2ccc3c(c2)oc(=O)n3C)cc1	15.0%&-1.5%	23.3%&-1.8%	-6.2%&8.0%
CCOC(=O)C1CCN(C(=S)Nc2cc(C)ccc2C)CC1	-12.0%	-4.6%	-5.8%
OCC1OC(n2cnc3c(=S)nc[nH]c32)CC1O (stereo not given)	1.3%	9.6%	.
CC(=O)N1CCCc2cc(S(=O)(=O)N3CCCC(C(=O)N4CCN(c5cc(C)ccc5C)CC4)C3)ccc21 (stereo not given)	6.51µM*	-0.5%&-4.8%	-9.6%&-3.8%
O=C(CCNC(=O)c1ccccc1Cl)NCC1CCCO1 (stereo not given)	22.3%	0.1%	-0.1%
Cc1ccc(NC(=O)C[n+]2ccccc2)cc1C	2.7%	-9.9%	-1.2%
COCc1cc(=O)[nH]c(=S)[nH]1	-2.8%	-7.1%	2.0%
C=Cc1ccc(Cn2c(C(=O)O)c(CNC3CCCCC3)c3ccc(OC)cc32)cc1	20.6µM*	2.2%	?
COc1ccccc1OCC(=O)Nc1nc(-c2ccc(Br)cc2)ns1	-33.4%	-0.6%	0.6%
O=C(O)C1CCCCN1S(=O)(=O)c1ccccc1 (stereo not given)	2.3%	2.5%	4.1%
CN(C(=O)c1ccc(NC(=O)Cc2cccc(NC(=O)C3CCN(C(=O)C4CCC4)CC3)c2)cc1)C1CC1	1.1%	-6.9%	.
CCN1CCCc2cc(CN(CCN3CCOCC3)C(=S)Nc3ccc(C)cc3)ccc21	29.1µM*	-8.8%	-11.5%
C=CCn1c(COc2ccc(F)cc2)nnc1SCC(=O)c1c[nH]c2c(CC)cccc12	?	-0.4%	-3.4%
COc1ccc(C(=O)CSc2nnc(CNC(=O)c3ccco3)n2C)cc1OC	19.7%	5.8%	1.2%
CCOc1ccc2nc(NC(=O)c3ccc(S(=O)(=O)N4CCOCC4)cc3)sc2c1	0.0%	25.4%	-6.6%

# Given with two lines to a compound: entries from further up.
# Order of results – TDP1 cell CPT | FEN1 inh | KAT2A inh
- CCOC(=O)C1CCN(C(=S)Nc2cc(C)ccc2C)CC1
 : -12.0% | -4.6% | -5.8%
- O=C(CCNC(=O)c1ccccc1Cl)NCC1CCCO1 (stereo not given)
 : 22.3% | 0.1% | -0.1%
- CCN1CCCc2cc(CN(CCN3CCOCC3)C(=S)Nc3ccc(C)cc3)ccc21
 : 29.1µM* | -8.8% | -11.5%
- C=CCn1c(COc2ccc(F)cc2)nnc1SCC(=O)c1c[nH]c2c(CC)cccc12
 : ? | -0.4% | -3.4%
- COc1ccc(C(=O)CSc2nnc(CNC(=O)c3ccco3)n2C)cc1OC
 : 19.7% | 5.8% | 1.2%
- CC(=O)N1CCCc2cc(S(=O)(=O)N3CCCC(C(=O)N4CCN(c5cc(C)ccc5C)CC4)C3)ccc21 (stereo not given)
 : 6.51µM* | -0.5%&-4.8% | -9.6%&-3.8%
- C=Cc1ccc(Cn2c(C(=O)O)c(CNC3CCCCC3)c3ccc(OC)cc32)cc1
 : 20.6µM* | 2.2% | ?

# (continued)
SMILES	TDP1 cell CPT	FEN1 inh	KAT2A inh
N#C/C(=C\c1ccccc1C(F)(F)F)C(=O)Nc1ccccc1F	9.2%	9.3%	-5.8%
Nc1c(S(=O)(=O)c2cccs2)c2nc3ccccc3nc2n1Cc1ccc2c(c1)OCO2	?	-20.4%	-16.2%
O=C(c1ccc(F)cc1)C1CCN(Cc2ccc(F)cc2)CC1	-6.8%	-7.2%	2.6%
O=C(c1cccnc1)N1CCN(S(=O)(=O)c2ccc(F)cc2)CC1	-5.8%	6.0%	0.7%
Cc1nc2cnc(N3CCN(C)CC3)nc2n(C)c1=O	6.6%	.	-17.3%
Cc1ccc(N2CC(C(=O)NCc3ccc(C)n3C)CC2=O)cc1 (stereo not given)	11.1%	7.1%	-11.2%
CC1Oc2ccccc2C=C1/C=N/NC(=O)c1ccncc1 (stereo not given)	?	-3.7%	-7.7%
CCSc1nnc(-c2cccc(S(=O)(=O)N(CC)CC)c2)n1Cc1ccccc1	11.2µM*	9.7%	-1.9%
COc1ccc(/C=C(\NC(=O)c2ccc(C)cc2)C(=O)NCC2CCCO2)cc1 (stereo not given)	3.8%	-18.7%	-4.2%
Cc1nn(-c2ccccc2)c(Cl)c1CN(C(=O)CCl)c1cccc2ccccc12	5.8µM*	-17.9%	-17.5%
N#CCc1nn(-c2ccccc2)c(N)c1C#N	4.4%	3.1%	0.3%
CCN(C(=O)CSc1nnnn1-c1ccc(Cl)cc1)C1CCS(=O)(=O)C1 (stereo not given)	0.3%	1.8%	-4.5%
C=CCNc1oc(-c2ccc(OCC)cc2)nc1C#N	?	-14.4%	-20.0%
Cc1ccc(C2=NC(c3ccccc3)=Nc3ccc(Cl)cc3N2)cc1	?	4.2%	0.1%
COc1ccc(-c2nnc3c4ccccc4c(-c4ccccc4)nn23)cc1	10.9%	-5.8%	0.0%
CCOC(=O)N1CCN(C(=O)c2ccccc2NC(C)=O)CC1	20.0%	0.3%	-9.7%
CCCP(=O)(CC(=O)N(CC)CC)c1ccccc1 (stereo not given)	1.0%	4.7%	1.2%
Cc1cc(Br)c(NC(=O)COC(=O)C2CCCCC2)c(Br)c1	3.6%	11.1%	-12.2%
CC(C)c1ccc(C(C(C(=O)c2ccccc2)N2CCOCC2)N2CCOCC2)cc1 (stereo not given)	5.3%	-7.8%	.
Cc1ccccc1OCc1nnc(SCC(=O)NCc2ccccc2)n1C	-14.4%	1.9%	-1.0%
Cc1c(Cl)cccc1NC(=O)Cn1nc(C)n2cccc2c1=O	-0.8%	-5.6%	-4.3%
Cc1cccc(C)c1NC(=O)CSc1ncnc2[nH]ncc12	1.8%	4.0%	0.9%
O=C(NCc1ccccc1Cl)c1ccc2c(=O)n(CC3CCCO3)c(=S)[nH]c2c1 (stereo not given)	?	-13.2%	-3.2%
O=C(Nc1nccs1)c1sc2cc(Cl)ccc2c1Cl	?	-0.3%	-7.4%
CCc1ccc(CNC(=O)Cn2nc(-c3ccccc3)ccc2=O)cc1	-16.6%	1.0%	-2.5%
O=C(NCc1ccccn1)C(=O)NCC1OCCN1S(=O)(=O)c1ccc([N+](=O)[O-])cc1 (stereo not given)	-25.9%	-2.1%	?
Cc1noc(C)c1-c1ccc2ncnc(N(C)Cc3ccco3)c2c1	?	.	-6.4%
COc1ccc(NC(=O)c2ccccc2NC(=O)c2ccccc2C(=O)O)c(OC)c1	-12.6%	-13.2%	-14.5%
Cc1ccc(C)c2[nH]c(=O)c(C(c3nnnn3CCc3ccccc3)N3CCOCC3)cc12 (stereo not given)	?	4.1%	0.9%
COc1ccc(S(=O)(=O)N2CCC[C@H]2C(=O)NC2=NCCS2)cc1	-14.0%	-4.8%	-11.2%
NC(=O)c1ccccc1N(Cc1ccccc1)S(=O)(=O)c1ccccc1	25.7%	1.4%	19.1%
Cc1ccccc1CNC(=O)Cn1cnc(S(=O)(=O)N2CCCC2)c1	?	4.1%	1.2%
O=C(Nc1ccc(Cl)cn1)c1cccc(F)c1	7.31µM*	1.2%	0.0%
Cc1cc(O)cc2c1C(=O)/C(=C/c1ccco1)O2	7.5%	-22.5%	-6.4%
CCOC(=O)c1cc(NC(=O)c2cnccn2)cc(C(=O)OCC)c1	-2.9%	-16.5%	-20.4%
Cc1cc(Nc2cccc(C(F)(F)F)c2)nc2ccc(NC(=O)c3cccc(Cl)c3)cc12	13µM*	-21.0%	-17.4%
Cc1nc2sc(C#N)c(N)c2c2c1CCCC2	-30.0%	-0.7%	18.0%
BrC(=C\c1ccccc1)/C=N/Nc1nc2ccccc2[nH]1	18.4µM*	-1.9%	-5.8%
Cc1ccc(-c2nnc(SCC(=O)NC(C)(C)C)nc2-c2ccc(C)cc2)cc1	29.1µM*	3.8%	-6.8%
Cc1ccc(S(=O)(=O)N2CCCCC2)cc1NC(=O)[C@@H]1CCCN1C(=O)c1cccs1	7.2%	-5.0%	-2.8%
COc1cc2c(cc1OC)C1(Nc3c-2c(Cc2ccccc2)nn3-c2ccccc2)C(=O)Nc2ccccc21 (stereo not given)	?	-17.1%	0.0%
O=S(=O)(c1ccc2ccccc2c1)N1CCN(C(=S)Nc2ccccc2F)CC1	-1.9%	-14.6%	-0.5%
COc1cc(C(C)=O)ccc1OCC(O)Cn1nc(C)c(Br)c1C (stereo not given)	?	5.1%	-4.9%
C[C@H]1NS(=O)(=O)c2ccc(Br)cc2O[C@H]1c1ccccc1	3.9%	4.8%	-6.7%
Cc1cc2cc(CN(Cc3ccc4c(c3)OCO4)Cc3nnnn3C3CCCC3)c(=O)[nH]c2cc1C	16.4µM*	6.0%	-2.9%
COc1ccc(OC)c(CNC(=O)c2coc(=O)c3ccccc23)c1	-29.6%	-0.1%	-8.3%
O=C(c1ccncc1)c1ccc(NS(=O)(=O)c2ccc(Br)s2)cc1	16.4µM*	-11.5%	17.2%
O=C(CN1CCN(S(=O)(=O)c2ccc(C(F)(F)F)cc2)CC1)N1CCNC1=O	-24.2%	13.5%	2.7%
O=C(CNc1cccc([N+](=O)[O-])c1)N/N=C/c1ccc([N+](=O)[O-])o1	2.91µM*	-17.5%	2.8%
COc1ccc(OCCSc2ccc(S(=O)(=O)N3CCCC3)cn2)cc1	?	-17.4%	-7.4%
COC(=O)c1sc2ncn(-n3c(C)ccc3C)c(=O)c2c1C	-19.6%	7.7%	0.0%
CCN(Cc1ccccc1)C(=O)Cn1c(=O)n(-c2ccccc2)c(=O)c2c1c1cc(C)ccc1n2C	9.2µM*	-3.9%	-5.1%
C/C(CC(=O)NC(C)(C)C)=N\NC(=O)c1ccco1	5.5%	2.6%	-0.1%
CCc1ccc(C2c3c(-c4cc(C)ccc4O)n[nH]c3C(=O)N2CCO)cc1 (stereo not given)	?	-17.1%	-7.1%
O=S(=O)(c1cccc(-c2nc3n(n2)Cc2ccccc2-3)c1)N1CCCCC1	?	-6.9%	-3.0%
O=C(Nc1cccc2ccccc12)N1CCN(c2ccc(F)cc2)CC1	?	6.5%	-5.7%
Cc1cc(C)c2nc(NNC(=O)c3cc(=O)c4ccccc4o3)sc2c1	29.1µM*	?	-8.5%
CCn1c(CSc2nc3ccccc3n2C)nc2ccccc21	-24.6%	-16.1%	-0.2%
CCOC(=O)c1ccc(NC(=O)c2csc3c2CCCCC3)cc1	25.9µM*	-11.6%	-2.8%
COc1cccc(CNC(=O)[C@H](C)NC(=O)C2CCN(S(=O)(=O)c3ccccc3)CC2)c1	?	21.0%	-0.2%
C/C(Cl)=C/CSc1nc2c(c(=O)[nH]c(=O)n2C)n1C(C)C	?	1.5%	-3.8%

# An excerpt, so the mix of outcomes need not match the whole.
